# Source: PubChem BioAssay
# WRN helicase inh – WRN helicase (human) inhibition; 0.46% of 360,000 active; Potency, µM (highest dose often 114 µM), for inactives: top-dose activity change, negative = inhibition, hits mostly inhibitors; WRN helicase unwinding, fluorescent forked duplex, kinetic; AID 651768; Q14191; note: potency is the fitted concentration of half-maximal effect; % is set by controls: 0 for no effect and ±100 for the full control effect; nearly all actives have a fitted effect of over 55% in size
#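 Primary qHTS, 1536-well format. 20 nM WRN + compound, 15 min RT; start with 100 nM forked fluorophore/quencher duplex, 2 mM ATP (final); kinetic read ex 525/em 598 nm.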
# EPAC1 antagonist – blocks human EPAC1 exchange factor. 0.14% of 360,000 active. O95398. Potency, µM (doses to about 115 µM), inactives show top-dose activity change, negative = inhibition, hits mostly inhibitors. EPAC1 GEF assay, Rap1b-BODIPY-GDP exchange fluorescence;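 note: potency is the fitted concentration of half-maximal effect; plate controls were vehicle for no effect and positive control for full effect; nearly all actives have a fitted effect of over 50% in size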
# PLK1 PBD block – PLK1 (human) polo-box domain binding inhibition | P53350 | Plk1 PBD binding of FITC phosphopeptide, fluorescence polarization | Potency, µM, inactives show max response, negative = inhibition, most hits filed as inhibitors | 2.8% of 360,000 active | AID 720504; note: potency is the fitted concentration of half-maximal effect; series mostly up to about 57 µM; % is set by controls: 0 for no effect and ±100 for the full control effect; nearly all actives have a fitted effect of over 65% in size
# Target sequence (P53350 whole entry, looked up, the tested form may be a part): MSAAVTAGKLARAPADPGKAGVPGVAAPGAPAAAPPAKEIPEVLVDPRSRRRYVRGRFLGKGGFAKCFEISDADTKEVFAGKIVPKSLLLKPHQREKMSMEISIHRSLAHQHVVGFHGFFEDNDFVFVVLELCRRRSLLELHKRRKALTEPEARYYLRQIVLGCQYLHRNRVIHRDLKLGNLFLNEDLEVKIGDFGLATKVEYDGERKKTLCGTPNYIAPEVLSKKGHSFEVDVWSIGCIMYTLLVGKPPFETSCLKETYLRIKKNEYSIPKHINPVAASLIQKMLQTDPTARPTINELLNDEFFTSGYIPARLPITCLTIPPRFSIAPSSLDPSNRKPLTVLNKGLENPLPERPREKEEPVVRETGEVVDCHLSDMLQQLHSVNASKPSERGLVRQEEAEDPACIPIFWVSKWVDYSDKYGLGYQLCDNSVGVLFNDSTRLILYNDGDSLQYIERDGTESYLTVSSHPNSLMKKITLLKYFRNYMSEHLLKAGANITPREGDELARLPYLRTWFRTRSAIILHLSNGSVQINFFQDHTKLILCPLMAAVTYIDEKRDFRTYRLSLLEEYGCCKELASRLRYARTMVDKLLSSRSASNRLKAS
# PI5P4K alpha inh – blocks human PI5P4K alpha kinase activity | P48426 | PI5P4Kalpha enzyme, ADP-Glo luminescence, 60 min; hits give low values | max response, % | 1.2% of 330,000 active | AID 652105; active = max response of -50% or lower; inconclusive = between -30% and -50%; inactive = -30% or higher; note: value at the top dose of about 77 µM; % is set by controls: 0 for no effect and ±100 for the full control effect
# Target sequence (P48426 whole entry, looked up): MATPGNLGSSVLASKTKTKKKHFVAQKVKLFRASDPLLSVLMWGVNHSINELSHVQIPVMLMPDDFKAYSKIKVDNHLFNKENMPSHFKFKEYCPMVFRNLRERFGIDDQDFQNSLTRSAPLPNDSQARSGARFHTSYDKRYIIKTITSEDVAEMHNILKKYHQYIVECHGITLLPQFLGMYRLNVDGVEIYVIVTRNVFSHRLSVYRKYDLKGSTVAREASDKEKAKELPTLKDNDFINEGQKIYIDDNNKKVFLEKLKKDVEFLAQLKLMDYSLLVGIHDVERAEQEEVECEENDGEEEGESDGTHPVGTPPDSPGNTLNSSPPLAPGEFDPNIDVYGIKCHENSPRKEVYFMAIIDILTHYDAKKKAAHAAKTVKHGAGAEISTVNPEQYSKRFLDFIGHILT
#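 Controls without substrate or without enzyme flank wells where PI5P4Kalpha converts substrate using 5 microM ATP (final). Incubation lasts 60 minutes at room temperature; ADP formed is read by ADP-Glo luminescence.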
# IL2 activator – activates IL-2 in a cell-based reporter assay; IL-2 activation reporter assay, cell-based qHTS; stimulated with anti-CD3/CD4/CD28 beads; in transgenic mouse T cells; activation, % (series mostly up to about 46 µM); 0.065% of 360,000 active; AID 652025; in the data active = activation above about 50%; inconclusive = mostly about 30% to 49%; note: 0% is about no effect
#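 Screening format: compound pinned onto unstimulated transgenic mouse T cells, 60 min incubation, then anti-CD3/anti-CD4/anti-CD28 bead stimulation for 18 hours at 37 degrees C, followed by EGFP and DsRed detection.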
# Abeta rescue – restores growth of yeast expressing A-beta42 peptide; yeast expressing A-beta42, growth rescue, OD600, 48 h; response scale: 0% DMSO, 100% iron-clioquinol control; Potency, µM (doses to about 46.1 µM), without a hit: at the top dose growth rescue, usual class: activators; 0.063% of 410,000 active; AID 1347071; note: potency is the fitted concentration of half-maximal effect; nearly all actives have a fitted effect of over 55% in size
#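 Yeast A-beta toxicity model in growth medium with pinned compounds, 48 h at 30 C; growth read as absorbance at 600 nm. Normalized to FeCl3/clioquinol equimolar mix (positive) and DMSO (negative).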
# EPAC1 agonist – agonists of human EPAC1; O95398; EPAC1 agonist qHTS, biochemical assay; response scale: 100% = response to 6.5 mM cAMP; Potency, µM (series often up to 154 µM), for inactives: at the top dose activation, actives largely listed as activators; 0.073% of 360,000 active; AID 720707; note: potency is the fitted concentration of half-maximal effect; nearly all actives have a fitted effect of over 60% in size
#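 Fluorescent GDP-exchange assay: 100 nM EPAC1 with 250 nM Rap1B preloaded with BODIPY-GDP and 50 uM GDP; compounds tested as concentration series, 5 min at room temperature, then read every 5 min for 30 min (ex 480/em 540 nm); normalized to 6.5 mM cAMP.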
# FUS suppressor – FUS proteinopathy suppression in yeast; 0.24% of 390,000 active; Potency, µM (doses to about 76.6 µM), for the others: at the top dose growth rescue (activation), actives largely listed as activators; S. cerevisiae FUS-expressing, growth rescue, OD600, 24 h;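 note: potency is the fitted concentration of half-maximal effect; plate controls were DMSO vehicle for no effect and reference control for full effect; nearly all actives have a fitted effect of over 55% in size; some results filed as inactive show a strong effect at the top dose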
#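 Absorbance at 600 nm, taken 24hr after compound addition, measured rescue of FUS-yeast growth at 30C. Induction used 2% galactose with seeding at OD 0.005. Controls: CP55940 from 92uM final, DMSO only.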
# The depositor's hits bear a star; ? = inconclusive; . = not tested or not shown; & = joins results of further samples; [ ] = dose if it differs, or a comment. Unless noted, calls come from the whole dose curve; as a rule, active = well fitted curve in the direction sought with a large enough effect; inconclusive = small, poorly fitted or top-dose-only effect, or another doubt; inactive = no such curve, though single readings can be large; an effect the other way counts as inactive or inconclusive. Rows are unselected. Share with any hit: about 4.1%.
SMILES,WRN helicase inh,EPAC1 antagonist,PLK1 PBD block,PI5P4K alpha inh,IL2 activator,Abeta rescue,EPAC1 agonist,FUS suppressor
O=C(O)c1cccc(S(=O)(=O)Nc2cc(Cl)ccc2Cl)c1,-6%,-16%,0%,-6,-1.8,20%,9%,-18%
CC(C)N(C(=O)CSc1nc2ccccc2c(=O)[nH]1)C(C)C,6%,2%,-3%,7,-1.7,-4%,10%,12%
Cc1ccc(NC(=O)CSc2nnc(CSc3nc(C)cc(C)n3)n2Cc2ccco2)c(C)c1,2%,-10%,-8%,0,-2.5,-11%,-6%,30%
CCCCn1c(N)c(Sc2ccccc2)c(=O)[nH]c1=O,9%,-12%,-9%,.,1.8,-12%,11%,35%
CC(/C=C1\SC(=S)N(CC(=O)O)C1=O)=C\c1ccccc1,6%[11.6 µM],?,?,-9,-2.7,9%,-19%,-25%
Cc1ccc(NC(=O)C2CCCN2S(=O)(=O)c2ccc(-c3ccc(=O)[nH]n3)s2)c(C)c1 (stereo not drawn),2%,?,-12%,-1,-1.8,-1%,0%,17%
COc1cccc(NC(=O)C(NCCC(C)C)c2ccccc2)c1 (stereo not drawn),0%,-8%,-7%,2,-1.4,3%,2%,24%
CCCC(C)NC(=O)CN(Cc1ccco1)S(=O)(=O)c1ccccc1 (stereo not drawn),0%,-29%,-16%,-9,-0.4,-12%,2%,-15%
CCc1ccccc1NC(=O)c1ccccc1N1C(=O)C2C3C=CC(C3)C2C1=O (stereo not drawn),2%,-13%,-6%,5,1.3,3%,0%,13%
C/C(=N\NC(=O)COc1ccccc1)c1cccs1,-19%[57.1 µM],0%,2%,-7,-0.6,12%,-4%,-4%
CCCCn1nnnc1C(c1cc2ccccc2o1)N(CCC#N)Cc1ccccc1 (stereo not drawn),1%,-7%,-11%,16,-1.1,-27%,-16%,32%
Cc1ccc(C)c(NS(=O)(=O)c2c(C)nc3sccn3c2=O)c1,-7%,-5%,-1%,0,-1.9,8%,-2%,-23%
CCC(C)C(=O)Nc1ccc(OC)cc1OC (stereo not drawn),-6%,-16%,-5%,.,2.6,5%,4%,30%
Cc1ccc(N2CCN(C3=NC(=O)C(Cc4ccccc4)S3)CC2)cc1 (stereo not drawn),5%,14%,-10%,-3,-0.2,4%,-3%,14%
CCOC(=O)C1=CN(Cc2ccco2)S(=O)(=O)NC1CC (stereo not drawn),0%,-16%,-17%,-21,-0.4,-5%,-16%,-2%
COc1cccc(N2CCN(C(=O)CCCCCn3c(=S)[nH]c4cc5c(cc4c3=O)OCO5)CC2)c1,-5%,16%,-7%,-4,-3.3,8%,10%,10%
O=[N+]([O-])c1ccccc1CCc1cnc(Cl)s1,-3%,7%,3%,-1,-0.5,-4%,-6%,-16%
COc1ccc(C)cc1S(=O)(=O)n1cnc(C)c1,-27%,8%,-4%,2,0.3,12%,-4%,15%
CN(C)c1ccc(NC(=O)Nc2ccc3c(c2)c(=O)n(C)n3Cc2ccc(Cl)cc2)cc1,-6%,-18%,1%,?,0.2,-8%,8%,39%
Cc1nn(CC(=O)Nc2ccc(Br)cc2F)c(=O)c2cccn12,7%,-9%,?,-9,-2.3,-4%,-10%,4%
CCOc1ccc2nc(N(CCN(CC)CC)C(=O)c3cccc([N+](=O)[O-])c3)sc2c1,-8%,-11%,-18%,-1,1.7,-18%,4%,6%
CCCCN1C(=O)C(=O)NC[C@@H]1C(C)O (stereo partly drawn),10%,4%,1%,-5,-0.3,1%,7%,-8%
O=C(NC1(C(F)(F)F)NC(=O)N(Cc2ccco2)C1=O)c1cccs1 (stereo not drawn),4%,0%,-4%,-2,-2.2,4%,4%,26%
Cc1sc2ncnc(N(C)CCc3ccccn3)c2c1C,?,2%,-1%,-7,1.3,-16%,6%,0%
Cc1ccc(CNC(=O)/C=C/c2ccc(Br)o2)cc1,0%,-4%,-21%,-16,-2.2,-12%,8%,18%

# Looked up one by one from above (five):
SMILES,WRN helicase inh,EPAC1 antagonist,PLK1 PBD block,PI5P4K alpha inh,IL2 activator,Abeta rescue,EPAC1 agonist,FUS suppressor
Cc1nn(CC(=O)Nc2ccc(Br)cc2F)c(=O)c2cccn12,7%,-9%,?,-9,-2.3,-4%,-10%,4%
Cc1ccc(N2CCN(C3=NC(=O)C(Cc4ccccc4)S3)CC2)cc1 (stereo not drawn),5%,14%,-10%,-3,-0.2,4%,-3%,14%
CCCCn1nnnc1C(c1cc2ccccc2o1)N(CCC#N)Cc1ccccc1 (stereo not drawn),1%,-7%,-11%,16,-1.1,-27%,-16%,32%
CC(C)N(C(=O)CSc1nc2ccccc2c(=O)[nH]1)C(C)C,6%,2%,-3%,7,-1.7,-4%,10%,12%
COc1cccc(NC(=O)C(NCCC(C)C)c2ccccc2)c1 (stereo not drawn),0%,-8%,-7%,2,-1.4,3%,2%,24%

# Following part.
SMILES,WRN helicase inh,EPAC1 antagonist,PLK1 PBD block,PI5P4K alpha inh,IL2 activator,Abeta rescue,EPAC1 agonist,FUS suppressor
Cc1ccc2c(CC(=O)Nc3c(C)n(C)n(-c4ccccc4)c3=O)coc2c1,-7%,-4%,-3%,-8,-0.6,5%,0%,17%
COc1cccc(/C(O)=C2/C(=O)C(=O)N(Cc3ccco3)C2c2ccncc2)c1 (stereo not drawn),1%,-30%,-18%,1,-2.4,-3%,17%,27%
CC(C)(C)OC(=O)N1CCC(c2c(C(=O)NC3CC3)cnn2-c2ccccc2)CC1,-1%,-10%,-9%,0,1.6,13%,2%,19%
O=C1ON=C(c2ccccc2)/C1=C/c1ccc(O)c(O)c1,?,-7%,?,-59*,-3.9,-25%,-10%,-7%
COc1ccc(C(=O)C2CCCN(C/C=C/c3ccccc3OC)C2)c(OC)c1 (stereo not drawn),5%,-19%,-7%,8,0.1,0%,4%,14%
O=C(Nc1cccc(C(=O)N2CCCC2)c1)C1CCCC1,5%,6%,1%,-1,2.5,-13%,9%,1%
COc1ccc(C(CNC(=O)c2cccc(S(=O)(=O)Nc3ccc(F)cc3)c2)N(C)C)cc1 (stereo not drawn),-1%,5%,2%,2,-2.3,6%,1%,6%
Cc1ccc(C)c(S(=O)(=O)N2CCN(C(C(=O)Nc3ccc(F)cc3)c3ccccc3)CC2)c1 (stereo not drawn),-8%,-11%,-5%,6,-3.0,-9%,4%,.
CCC(c1nnnn1Cc1ccccc1)N1CCN(c2ccccc2)CC1 (stereo not drawn),-6%,-8%,-3%,1,-3.6,-3%,6%,9%
Cc1nc2nc(C)c(CCC(=O)NCCCN3CCN(c4cccc(Cl)c4)CC3)c(C)n2n1,-10%[57.1 µM],2%&15%,-4%&0%,-6&1,-2.1&0.4,-10%&-14%,-10%&-5%,31%&23%
O=S1(=O)C[C@H]2NC(=S)N(c3ccccc3)[C@H]2C1,-11%,4%,-2%,1,0.6,-1%,7%,-2%
O=C(c1cc([N+](=O)[O-])cc([N+](=O)[O-])c1)N1CCN(C(=O)c2ccco2)CC1,-10%,-1%,-6%,0,1.4,7%,3%,-1%
Cc1cc(-c2ccc(C)c(S(=O)(=O)NCCC(C)N3CCCCCC3)c2)on1 (stereo not drawn),10%,4%,2%,0,0.0,-11%,-3%,-5%
Cc1ccccc1NC(=O)c1sc(NC(=O)COc2ccccc2)c(C#N)c1C,-24%,-7%,?,-11,-0.5,11%,-9%,.
COC(=O)N(C)C[C@H]1OCc2cnnn2CCCC(=O)N([C@@H](C)CO)C[C@H]1C,-3%,11%,-10%,-2,-1.8,-1%,8%,-18%
CS(=O)(=O)NN1C(=O)c2ccccc2NC1c1ccccc1F (stereo not drawn),-8%,11%,-2%,-3,-3.2,-22%,6%,-30%
COc1ccc(-c2ccc(C(=O)NCc3ccco3)c3occc23)c(C)c1,-6%,-10%,-11%,-6,-0.9,-18%,-4%,19%
O=C(c1ccccc1)C(Nc1ccccn1)c1ccccc1 (stereo not drawn),-4%,-5%,-16%,3,0.5,15%,1%,31%
O=C(CN1CCN(C(=O)C2CCC2)CC1)Nc1ccc(F)cc1,4%,-3%,-17%,5,-0.3,-16%,-9%,-19%
CCn1c(=NC(=O)C2COc3ccccc3O2)sc2c(C)ccc(OC)c21 (stereo not drawn),-7%,-5%,-7%,0,-0.5,-7%,3%,0%
Cn1c(=O)c2c(ncn2CC(O)CNc2ccc(Cl)cc2)n(C)c1=O (stereo not drawn),9%,-3%,-12%,0,-1.3,4%,7%,26%
CC(C)(C)NC(=O)C1c2ccccc2OCC(=O)N1CCc1ccccc1 (stereo not drawn),6%,-19%,2%,-1,0.0,-6%,-7%,8%

# Record cards, as listed above. Order of screens: WRN helicase inh, EPAC1 antagonist, PLK1 PBD block, PI5P4K alpha inh, IL2 activator, Abeta rescue, EPAC1 agonist, FUS suppressor
# Record of O=C(Nc1cccc(C(=O)N2CCCC2)c1)C1CCCC1 = 5%, 6%, 1%, -1, 2.5, -13%, 9%, 1%
# Record of COc1ccc(C(=O)C2CCCN(C/C=C/c3ccccc3OC)C2)c(OC)c1 (stereo not drawn) = 5%, -19%, -7%, 8, 0.1, 0%, 4%, 14%
